# Screening data: PubChem, several laboratories
# HTR5A ag: HTR5A agonism, opioid heterodimer counter-screen | P47898 | HTR5A agonist assay, luminescence, cell-based | activation, % at 9.3 µM | 340,000 tested, 0.61% active | AID 504692; in the data active means activation mostly above about 9.5%, no sharp cut-off; inactive means mostly below about 7.6%;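 further: 0% = cells with vehicle only and 100% = reference agonist; strong numbers were not always called active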
# Wnt bcat act: activates Wnt/beta-catenin signaling in a reporter cell assay. AID 743398. 300,000 tested, 1.2% active. activator, plate reader. activation, % at 9.35 µM; in the data active means activation above about 30%, passing the limit was not always enough;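 further: 0% = neutral control wells and 100% = positive control wells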
# SR-BI HDL uptake: inhibitors of mouse SR-BI mediated HDL lipid uptake; inhibition, % at 12.5 µM; ldlA[mSR-BI] CHO cells, DiI-HDL uptake fluorescence, 3 h; AID 488896; Q61009; 320,000 tested, 0.96% active;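 active means mean replicate inhibition of at least 70% and a set share of replicates each scoring 70 or more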;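 further: 0% = median of neutral control wells and 100% = median of positive control wells; values of inactives mirror those of a sister screen read the other way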
# HTR5A inv ctr: counter-screen for OPRM1-OPRD1 inverse agonists: human HTR5A inverse agonism; P47898; HTR5A cell line, luminescence; inhibition, % at 9.3 µM; 340,000 tested, 0.083% active; AID 504634; in the data active means inhibition mostly above about 23%, no sharp cut-off; inactive means mostly below about 18%;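 further: 0% = cells with DMSO and 100% = no-cell wells with DMSO; some compounds called inactive have numbers as strong as hits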
# NSD2 HMT inh: inhibitors of human histone methyltransferase NSD2. NSD2 peptide methylation, AlphaScreen, 120 min. inhibition, % at 12.5 µM. 310,000 tested, 0.54% active. AID 743445; in the data active means inhibition above about 50%
# Target sequence (O96028 whole entry, looked up): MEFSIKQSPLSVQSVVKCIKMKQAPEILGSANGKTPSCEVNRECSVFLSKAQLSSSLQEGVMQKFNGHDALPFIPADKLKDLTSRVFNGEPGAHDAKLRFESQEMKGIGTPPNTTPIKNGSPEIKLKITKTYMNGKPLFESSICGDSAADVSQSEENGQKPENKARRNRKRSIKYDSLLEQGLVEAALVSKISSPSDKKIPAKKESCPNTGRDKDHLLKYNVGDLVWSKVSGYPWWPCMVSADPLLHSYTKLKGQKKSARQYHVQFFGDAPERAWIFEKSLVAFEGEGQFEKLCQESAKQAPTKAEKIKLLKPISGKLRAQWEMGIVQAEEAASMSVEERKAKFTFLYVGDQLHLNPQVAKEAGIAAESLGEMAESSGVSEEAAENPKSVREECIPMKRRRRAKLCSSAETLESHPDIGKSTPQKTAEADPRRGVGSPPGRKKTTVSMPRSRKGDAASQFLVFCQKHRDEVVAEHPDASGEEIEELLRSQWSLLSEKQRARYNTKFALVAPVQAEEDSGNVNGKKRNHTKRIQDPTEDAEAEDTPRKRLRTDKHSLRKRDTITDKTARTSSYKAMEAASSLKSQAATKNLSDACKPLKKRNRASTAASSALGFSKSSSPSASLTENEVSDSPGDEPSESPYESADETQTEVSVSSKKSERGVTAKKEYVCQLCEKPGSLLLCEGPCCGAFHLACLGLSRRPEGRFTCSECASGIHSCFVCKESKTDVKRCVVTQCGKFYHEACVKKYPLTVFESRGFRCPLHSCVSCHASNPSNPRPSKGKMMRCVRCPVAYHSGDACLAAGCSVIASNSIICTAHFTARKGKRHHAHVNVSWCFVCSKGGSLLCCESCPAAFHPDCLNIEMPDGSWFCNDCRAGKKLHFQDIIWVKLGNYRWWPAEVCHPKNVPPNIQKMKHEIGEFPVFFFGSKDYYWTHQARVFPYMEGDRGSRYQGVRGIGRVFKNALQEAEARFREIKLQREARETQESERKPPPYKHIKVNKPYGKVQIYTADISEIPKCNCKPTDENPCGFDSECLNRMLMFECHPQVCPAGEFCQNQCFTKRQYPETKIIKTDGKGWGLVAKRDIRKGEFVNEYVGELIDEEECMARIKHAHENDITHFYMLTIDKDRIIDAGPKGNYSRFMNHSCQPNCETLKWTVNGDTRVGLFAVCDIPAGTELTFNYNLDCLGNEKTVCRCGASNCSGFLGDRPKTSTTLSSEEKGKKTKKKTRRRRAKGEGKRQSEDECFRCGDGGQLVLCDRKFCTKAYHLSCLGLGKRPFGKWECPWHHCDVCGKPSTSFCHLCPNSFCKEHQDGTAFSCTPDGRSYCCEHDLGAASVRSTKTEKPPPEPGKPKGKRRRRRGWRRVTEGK
# CDK5 inh: CDK5/p35 (human) kinase inhibition; Q00535+Q15078; Recombinant CDK5/p35, ADP-Glo luminescence, 60 min; inhibition, % at 10 µM; 330,000 tested, 0.01% active;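 active means highest replicate inhibition of at least 50% and at least 75% of replicates reaching 50%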;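 further: plate controls were DMSO neutral control for no effect and GW8510 at 10 µM for full effect; many of its hits are not listed in these tables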
# dFosB act: mouse delta FosB homodimer activation; P13346; purified delta FosB, TAMRA-CDK5 oligo fluorescence polarization; percent of positive-control signal above neutral wells; activation, % at 25 µM; 340,000 tested, 0.99% active; AID 493131;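 active means mean activation above about 17%, with every replicate also reaching it, limit read from the data, passing the limit was not always enough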;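 further: fluorescence polarization rise as delta FosB binds a TAMRA Cdk5 AP-1 oligo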
# V-ATPase pHluor: regulators of yeast V-ATPase proton transport; 350,000 tested, 0.37% active; S. cerevisiae, pHLuorin cytosolic pH fluorescence; response, % at 10 µM; AID 504577; in the data active means response mostly above about 7.3%, no sharp cut-off; inactive means mostly below about 5.4%; further: actives read high; inactives centre near 0; some compounds called inactive have numbers as strong as hits; reference of the scale not given here
# MITF TRPM1 HTS: increases MITF-driven TRPM1 promoter luciferase signal | SK-MEL-5 TRPM1-promoter luciferase, 24 h; % of positive control, neutral wells = 0 | activation, % at 12.5 µM | 300,000 tested, 0.75% active | AID 588334;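 active means mean activation of at least 80% with every replicate also reaching 80%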;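 further: 0% = neutral control wells and 100% = parthenolide positive control wells; values of inactives mirror those of a sister screen read the other way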
# PvdQ inh: P. aeruginosa PvdQ acylase inhibition. 340,000 tested, 0.063% active. purified PvdQ acylase, fluorescence plate reader. inhibition, % at 10 µM. AID 488965; in the data active means inhibition above about 30%, passing the limit was not always enough;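 further: 0% = vehicle neutral wells and 100% = reference inhibitor wells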
# * marks the source's active call; other numbers are inactive results; x = no result given.
# Start of the data: the first seven compounds, ahead of the listing:
item	smiles	HTR5A inv ctr	V-ATPase pHluor	Wnt bcat act	HTR5A ag	dFosB act	SR-BI HDL uptake	MITF TRPM1 HTS	NSD2 HMT inh	PvdQ inh	CDK5 inh
1	Cn1c(SCC(=O)Nc2ccc3c(c2)OCCO3)nnc1-c1cccnc1	5	2	2	-2	1	-3	-6	1	-12	1.9
2	Cc1c(C)n(C)c2ccc(C(=O)NCCCN3CCCCC3C)cc12 (centres undefined)	-1	-1	1	1	-7	-2	11	15	-11	x
3	CS(=O)(=O)Nc1cccc(C2=NN(S(=O)(=O)c3ccccc3)C(c3ccco3)C2)c1 (centres undefined)	6	0	12	-2	-12	-9	-3	-1	-9	-1.7
4	CCOc1ccc(S(=O)(=O)Nc2cccnc2)cc1	-12	-1	x	-1	2	-2	-3	3	0	-1.0
5	COc1ccc(N=C(C)c2sc3ccccc3c2O)cc1	8	-2	50*	-3	-2	-8	123*	-1	-7	-0.7
6	O=C(NC1CCCCC1)C(c1cccs1)N(Cc1cccs1)C(=O)c1cccs1 (centres undefined)	22	0	-3	-1	-5	12	4	-1	-18	2.2
7	CN(Cc1ccncn1)C(=O)C1CCC(=O)N(Cc2cccc(C(F)(F)F)c2)C1 (centres undefined)	-12	0	2	-2	-4	3	-8	16	1	0.8

# Main list, previewed entries included:
item	smiles	HTR5A inv ctr	V-ATPase pHluor	Wnt bcat act	HTR5A ag	dFosB act	SR-BI HDL uptake	MITF TRPM1 HTS	NSD2 HMT inh	PvdQ inh	CDK5 inh
1	Cn1c(SCC(=O)Nc2ccc3c(c2)OCCO3)nnc1-c1cccnc1	5	2	2	-2	1	-3	-6	1	-12	1.9
2	Cc1c(C)n(C)c2ccc(C(=O)NCCCN3CCCCC3C)cc12 (centres undefined)	-1	-1	1	1	-7	-2	11	15	-11	x
3	CS(=O)(=O)Nc1cccc(C2=NN(S(=O)(=O)c3ccccc3)C(c3ccco3)C2)c1 (centres undefined)	6	0	12	-2	-12	-9	-3	-1	-9	-1.7
4	CCOc1ccc(S(=O)(=O)Nc2cccnc2)cc1	-12	-1	x	-1	2	-2	-3	3	0	-1.0
5	COc1ccc(N=C(C)c2sc3ccccc3c2O)cc1	8	-2	50*	-3	-2	-8	123*	-1	-7	-0.7
6	O=C(NC1CCCCC1)C(c1cccs1)N(Cc1cccs1)C(=O)c1cccs1 (centres undefined)	22	0	-3	-1	-5	12	4	-1	-18	2.2
7	CN(Cc1ccncn1)C(=O)C1CCC(=O)N(Cc2cccc(C(F)(F)F)c2)C1 (centres undefined)	-12	0	2	-2	-4	3	-8	16	1	0.8
8	CN1CCN(C(=O)C2=C[C@@H](c3coc4ccccc4c3=O)C[C@@H](OCc3ccc(CO)cc3)O2)CC1	-35	0	-2	-4	1	-6	2	x	-1	2.2
9	O=C(C1CCN(S(=O)(=O)c2cccc3cccnc23)CC1)N1CCN(c2ccccn2)CC1	0	-3	x	7	-5	2	-11	0	-7	1.7
10	CCN(Cc1ccccc1)C(=O)Cn1c(=O)oc2ccccc21	-5	-2	-1	2	1	0	16	0	10	1.2

item	smiles	HTR5A inv ctr	V-ATPase pHluor	Wnt bcat act	HTR5A ag	dFosB act	SR-BI HDL uptake	MITF TRPM1 HTS	NSD2 HMT inh	PvdQ inh	CDK5 inh
11	COc1ccc(CNc2ncnc(N)n2)cc1	-23	-1	x	-7	2	-17	1	4	-13	0.8
12	N#CC(C(=O)Nc1cccc(Cl)c1)=C1Nc2ccccc2N1	9	-2	-4	-3	0	73*	9	-3	-4	2.6
13	CCOC(=O)Cc1csc(SCC(=O)NC(C)C23CC4CC(CC(C4)C2)C3)n1 (centres undefined)	-7	6	1	5	-21	19	-6	-3	-8	1.1
14	O=C(N[C@@H](Cc1ccccc1)C(=O)O)c1ccncc1	16	1	2	5	6	-16	6	x	-14	-0.3
15	CN(c1ncc(C(F)(F)F)cc1Cl)n1cc(C(=O)O)c2ccccc2c1=O	0	-1	-4	1	0	-23	-5	1	-12	-0.9
16	CC(C)(C)c1cc(NCCCn2ccnc2)n2ncc(-c3ccccc3)c2n1	x	-1	53*	x	-21	21	x	-2	-8	0.1
17	Cc1cc(N2CCN(c3nc4ccccc4s3)CC2)n2ncnc2n1	-10	0	x	3	-2	2	-2	-4	4	3.8
18	CCOc1ccc(CNS(=O)(=O)c2ccc3c(c2)CC(=O)N3C)cc1	4	6	-2	-1	-8	-6	24	-2	-13	-1.1
19	Nc1c(N(Cc2ccco2)C(=O)c2ccccc2F)c(=O)[nH]c(=O)n1Cc1ccccc1	9	1	-1	0	-3	-5	-3	0	-11	0.3
20	Cc1ccccc1OCC(=O)OCC(=O)NCc1ccccc1Cl	-8	1	-4	1	-12	-17	8	-2	-6	-0.8

item	smiles	HTR5A inv ctr	V-ATPase pHluor	Wnt bcat act	HTR5A ag	dFosB act	SR-BI HDL uptake	MITF TRPM1 HTS	NSD2 HMT inh	PvdQ inh	CDK5 inh
21	CSc1ccc(S(=O)(=O)NCc2ccccc2Cl)cc1	-5	2	x	2	-10	-5	-1	-2	-11	-6.6
22	CN(C)c1ccnc2sc3c(=O)n(Cc4ccccc4)cnc3c12	12	0	x	0	-7	18	2	-3	11	-1.2
23	CCC1SC(CC)C(=O)N(CC(=O)NC2CCCCC2)C1=O (centres undefined)	0	1	-1	0	-4	-18	-8	-2	-14	1.0
24	O=[N+]([O-])c1ccc(CS(=O)(=O)c2ccc(Cl)cc2)cc1	5	-1	0	-1	1	-2	6	0	5	-2.2
25	O=C(COC(=O)c1ccc2ncsc2c1)NCc1ccccc1Cl	15	-3	-3	0	24*	-13	14	0	-14	-1.8
26	O=C(N/N=C/c1ccc(N2CCOCC2)cc1)c1ccc(NS(=O)(=O)c2cccs2)cc1	1	0	3	0	-5	27	-1	-2	-10	1.8
27	O=C(O)/C=C/c1ccc(S(=O)(=O)NCc2cccnc2)cc1	7	2	-1	4	1	-19	-1	-3	-8	0.7
28	NC(N)=Nc1nc(-c2ccccc2)c2cc(F)ccc2n1	3	0	-1	-1	-37	-1	-8	10	-11	-0.1
29	Cc1ccc(C(C)C)c(OCC(=O)Nc2ccc(Cl)cn2)c1	0	1	x	2	-8	49	1	-4	-3	-4.6
30	CCOc1cccc(C2C(C(=O)c3ccc(C)o3)=C(O)C(=O)N2c2nccs2)c1 (centres undefined)	16	-1	-1	0	-12	-11	-4	0	-11	0.5

item	smiles	HTR5A inv ctr	V-ATPase pHluor	Wnt bcat act	HTR5A ag	dFosB act	SR-BI HDL uptake	MITF TRPM1 HTS	NSD2 HMT inh	PvdQ inh	CDK5 inh
31	Cc1nnc(NC(=O)NCN2C(=O)C3C4C=CC(C4)C3C2=O)s1 (centres undefined)	-4	0	x	1	-4	-14	1	1	-26	-0.2
32	COC(=O)c1ccc(OC(=O)N2CCOCC2)cc1	-4	-2	0	2	0	-35	26	-1	-1	-0.5
33	CN(C)S(=O)(=O)c1ccc(N2CCN(S(=O)(=O)c3ccc(F)cc3)CC2)c(Cl)c1	-3	-5	-8	5	-8	11	-37	-2	-3	2.3
34	O=C(c1ccc(Br)cc1)c1cc2ccc(O)cc2oc1=O	21	-1	2	-6	-2	-19	10	2	7	1.0
35	Cc1ccc(CS(=O)(=O)CCC(=O)NCc2ccccc2Cl)cc1	-5	5	0	6	-7	6	4	-4	-11	1.1
36	CC1CN(c2nc(-c3ccccc3)nnc2-c2ccccc2)CC(C)O1 (centres undefined)	-3	5	x	1	-3	46	4	6	6	-1.7
37	C[C@H](CO)N1C[C@H](C)[C@@H](CN(C)C(=O)Nc2ccc3c(c2)OCO3)Oc2c(NC(=O)C3CC3)cccc2C1=O	-6	6	-2	1	-6	25	-4	x	5	1.6
38	COc1cc(CNC(C)(C)CO)ccc1OCC(=O)NC(C)(C)C	10	-3	-3	-3	-7	-33	-2	-2	0	-1.1
39	Clc1ccccc1/C=N/Nc1cc(N2CCOCC2)ncn1	2	5	5	0	-9	23	x	-3	-5	-0.6
40	COc1ccc(S(=O)(=O)N(CC(=O)N2CCN(c3ccccc3)CC2)c2ccccc2)cc1	-10	1	-3	3	-8	-6	x	-1	-12	-0.5

item	smiles	HTR5A inv ctr	V-ATPase pHluor	Wnt bcat act	HTR5A ag	dFosB act	SR-BI HDL uptake	MITF TRPM1 HTS	NSD2 HMT inh	PvdQ inh	CDK5 inh
41	CCN(Cc1ccncc1)C(=O)Cc1cccs1	-35	8	0	-3	-6	-10	x	1	8	0.7
42	CC(C)N(C(=O)Nc1ccc2nccnc2c1)C(C)C	-5	1	-1	9	0	-213	18	-1	-8	-0.3
43	CS(=O)(=O)N(CC(=O)NCCc1ccccc1)C1CCCCC1	28	-2	x	-3	-4	2	-3	-2	-10	-0.6
44	COCCN1Cc2cccc(C(=O)Nc3cc(C)cc(C)c3)c2C1=O	3	7	x	-1	-13	22	11	-2	-4	1.9
45	Cc1cn2c(=O)c(C(=O)N3CCN(c4ccccc4Cl)CC3)cnc2s1	10	1	3	2	-3	-10	0	0	-6	2.0
46	COc1cc(CC(=O)NCc2ccco2)cc(OC)c1OC	-12	1	-2	2	-2	0	0	-1	-6	-3.1
47	Cc1ccc(S(=O)(=O)Nc2ccccc2N2CCOCC2)cc1	-12	1	-2	2	-12	-4	-13	-7	-10	-0.1
48	CC(C)CC(CCc1ccccc1)OS(N)(=O)=O (centres undefined)	7	1	-1	-3	8	-11	-2	x	-7	-2.9
49	CCN(CC)c1ccc(NC(=O)CN2CCN(CC(=O)Nc3ccccc3F)CC2)cc1	11	6	x	-5	-11	33	-2	16	-14	-0.6
50	CC(C)(C)c1cc(C(=O)N/N=C/c2ccccn2)n[nH]1	-9	3	0	-4	0	-320	x	-1	-16	-2.5

item	smiles	HTR5A inv ctr	V-ATPase pHluor	Wnt bcat act	HTR5A ag	dFosB act	SR-BI HDL uptake	MITF TRPM1 HTS	NSD2 HMT inh	PvdQ inh	CDK5 inh
51	O=C1NC(N2CCOCC2)=N/C1=C/c1ccc2c(c1)OCO2	23	-1	1	1	0	1	-2	-2	-9	4.3
52	CN(C)CCNC(=O)/C(=C/c1ccc(-c2ccc(Cl)cc2Cl)o1)NC(=O)c1ccccc1	4	1	x	5	35*	-17	-95	18	-8	0.5
53	c1cc2c(cc1CNc1ccc(N3CCOCC3)cc1)OCO2	3	0	8	2	-3	0	75	x	-14	-1.8
54	O=C(NCc1cccc(C(F)(F)F)c1)C1CC(c2ccccc2F)=NO1 (centres undefined)	0	-3	-2	3	-1	-16	7	x	5	0.7
55	CC(C)CCNC(=O)NC(=O)CSc1ncccn1	-11	0	-1	0	5	9	2	4	-17	-2.0
56	CN(C)S(=O)(=O)N1CCc2ccc(NC(=O)c3ccc(C(F)(F)F)cc3)cc2C1	-1	4	1	-4	-8	42	7	-3	-1	-1.2
57	Cc1cccc(N(Cc2ccccc2)C(=O)CN2C(=O)NC3(CCCC3)C2=O)c1	18	-3	-2	-7	-5	12	-13	-1	10	-2.8
58	COC(=O)Cc1[nH]c(=O)[nH]c1C(=O)OC	16	2	2	-6	1	-30	-1	-4	-1	-0.8
59	NC(=O)C1CCN(Cc2nc(-c3ccccc3)no2)CC1	-47	0	x	17*	7	2	x	-3	-9	-0.7
60	CCOC(=O)c1cc2oc(C(c3nnnn3C3CCCCC3)N3CCOCC3)cc2[nH]1 (centres undefined)	-7	1	x	-4	-25	2	9	8	0	-0.3
